# From PubChem
# CAL PDZ FP-1 – CAL PDZ peptide-binding inhibitors, primary screen, biochemical, fluorescence polarization, Cer-tagged CAL PDZ, HTS | inhibition, % at 20 µM | hit rate 0.02% among 330,000 | AID 504414, 2011 | Golgi-associated PDZ and coiled-coil motif-containing protein (Homo sapiens), Q9HD26 | purified CAL PDZ, TMR-peptide fluorescence polarization, 1 h;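 active = highest replicate inhibition of at least 40%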;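 note: plate controls were DMSO neutral control wells for no effect and unlabeled competitor peptide control wells for full effect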
#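 Test system: purified CerCALP PDZ construct; Compound dosing: one concentration, 20 µM compound; Also added: TMR-labelled reporter peptide T*-PRC34 bound in PDZ groove; Read-out: inhibition from polarization loss; Controls: unlabelled peptide and DMSO controls; Signal: FP readout, S and P plane fluorescence; Incubation: 1 h at RT.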
# Ecoli viability – E. coli V3065 growth inhibition, primary screen, counter-screen for AddAB inhibitor project, absorbance, OD600; 18 h; inhibition, % at 11.9 µM; hit rate 0.27% among 330,000;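 active = inhibition above the campaign's mean inhibition across all tested compounds plus 3 SD, cut at about 9.9% in these data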;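 note: uninfected addAB+ strain grown without phage in ampicillin broth; 0% = DMSO wells and 100% = ciprofloxacin 0.95 µg/ml wells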
# Tat transport – E. coli Tat export inhibitors, primary screen, MC4100, TorA-mCherry reporter, fluorescence, single point. inhibition, % at 10 µM. hit rate 0.036% among 340,000;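 active = mean replicate inhibition at least 50% and at least half of replicates individually reaching 50%; inconclusive = only one of the two criteria met; inactive = neither criterion met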;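 note: exported cargo escapes ClpAP degradation while cytoplasmic cargo is degraded and loses fluorescence; 0% = median of neutral control wells and 100% = median of NaSCN control wells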
# AddAB inh – growth inhibition of E. coli expressing H. pylori AddAB, primary screen, AddAB inhibitor project, absorbance. inhibition, % at 11.9 µM. hit rate 0.29% among 330,000. AID 435030, 2010; in the data active = inhibition above about 12%;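 note: 0% = vehicle wells of infected cells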
# CAL PDZ FP-2 – untagged CAL PDZ binding inhibitors, primary screen, biochemical, fluorescence polarization, HTS; Golgi-associated PDZ and coiled-coil motif-containing protein (Homo sapiens), Q9HD26; purified CAL PDZ, TMR-peptide fluorescence polarization, 1 h; inhibition, % at 24.9 µM; hit rate 0.92% among 300,000; AID 602252, 2012;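 active = mean inhibition of at least 30% with at least half of replicates also reaching 30%; inconclusive = no clear call, values can overlap the other calls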;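 note: 0% = DMSO neutral control and 100% = excess unlabeled competitor peptide PRC23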
# phage Ecoli inh – growth loss of phage-infected E. coli, primary screen, RecBCD inhibitor project, absorbance, with phage, HTS; inhibition, % at 11.9 µM; hit rate 0.26% among 360,000; AID 651602, 2012; in the data active = inhibition above about 11%
# SR-BI uptake up – activators of SR-BI mediated DiI-HDL uptake, primary screen, ldlA[mSR-BI] CHO cells, DiI fluorescence | 3 h; 100 = double the neutral-control signal | activation, % at 12.5 µM | hit rate 0.096% among 320,000 | AID 504775, 2011;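 active = mean replicate activation of at least 60% and every replicate at or above 60%; inconclusive = mean or all-replicate condition met, but not both; inactive = mean below 60% and not all replicates reaching 60%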;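 note: 0% = median plate neutral-control signal and 100% = twice that signal; values of inactives mirror those of a sister screen read the other way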
#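 Assay system: CHO ldlA[mSR-BI] cells, LDL receptor-null, SR-BI overexpressing; medium: Ham's F12 with 0.5% BSA, HEPES 25 mM, pH 7.4; also added: DiI-HDL 10 µg/mL; timing: 3 h uptake period with compound, 37 °C; signal: DiI fluorescence, bottom read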
# MITF TRPM1 HTS – activators of MITF-driven TRPM1 promoter reporter, primary screen, cell-based, SK-MEL-5, luciferase, single point; AID 588334, 2011; activation, % at 12.5 µM; hit rate 0.75% among 300,000; SK-MEL-5 TRPM1-promoter luciferase, 24 h; % of positive control, neutral wells = 0;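 active = mean activation of at least 80% with every replicate also reaching 80%; inconclusive = mean reaches 80% but some replicate falls short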;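 note: 0% = neutral control wells and 100% = parthenolide positive control wells; values of inactives mirror those of a sister screen read the other way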
# SR-BI DiI inh – inhibitors of SR-BI mediated HDL lipid uptake, primary screen, ldlA[mSR-BI] cells, fluorescence, single point | Scavenger receptor class B member 1 (Mus musculus), Q61009 | ldlA[mSR-BI] CHO cells, DiI-HDL uptake fluorescence, 3 h | inhibition, % at 12.5 µM | hit rate 0.96% among 320,000 | AID 488896, 2010;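 active = mean replicate inhibition of at least 70% and a set share of replicates each scoring 70 or more; inconclusive = meets just one of the two criteria; inactive = fails both criteria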;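 note: 0% = median of neutral control wells and 100% = median of positive control wells; values of inactives mirror those of a sister screen read the other way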
# Target sequence (Q61009 whole entry, looked up): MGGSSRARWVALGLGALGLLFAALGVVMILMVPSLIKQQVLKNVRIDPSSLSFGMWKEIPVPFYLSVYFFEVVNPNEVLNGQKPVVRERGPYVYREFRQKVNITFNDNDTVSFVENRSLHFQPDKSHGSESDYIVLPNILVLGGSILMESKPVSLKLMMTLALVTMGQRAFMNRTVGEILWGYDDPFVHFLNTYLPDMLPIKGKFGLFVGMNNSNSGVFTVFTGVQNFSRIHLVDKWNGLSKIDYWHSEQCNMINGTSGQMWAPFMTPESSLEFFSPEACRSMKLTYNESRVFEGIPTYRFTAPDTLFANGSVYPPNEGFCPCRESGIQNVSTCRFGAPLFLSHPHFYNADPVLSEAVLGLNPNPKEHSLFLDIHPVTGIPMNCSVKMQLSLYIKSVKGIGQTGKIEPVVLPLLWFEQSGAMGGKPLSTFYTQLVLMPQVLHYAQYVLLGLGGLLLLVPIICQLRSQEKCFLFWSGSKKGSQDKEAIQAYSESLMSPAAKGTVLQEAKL
# Wnt act – Wnt/beta-catenin pathway activators, primary screen, cell-based, plate reader, single point; Wnt/beta-catenin reporter cell assay, activator; activation, % at 9.35 µM; hit rate 1.2% among 300,000; AID 743398, 2014; in the data active = activation above about 30%, passing the limit was not always enough; inconclusive = no clear call, values can overlap the other calls;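 note: 0% = neutral control wells and 100% = positive control wells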
# Active calls of the source: *; ? = inconclusive; . = not tested or not shown.
# Below each SMILES – CAL PDZ FP-1	Ecoli viability	Tat transport	AddAB inh	CAL PDZ FP-2	phage Ecoli inh	SR-BI uptake up	MITF TRPM1 HTS	SR-BI DiI inh	Wnt act
- COc1cccc(C2C(C(=O)c3cccs3)=C(O)C(=O)N2CCN2CCOCC2)c1 (centres undefined)
  -0.3	-1.3	-8	2.5	0	-1.1	15	-5	-15	1
- Cc1occc1C(=O)NNC(=O)Cc1ccccc1
  0.3	1.7	-2	0.6	1	-1.6	3	13	-3	.
- COc1ccc(C)c(S(=O)(=O)Nc2ccc(OCC(=O)O)cc2)c1
  1.0	-3.0	-2	5.3	1	0.5	.	0	.	-1
- CCOC(=O)CC(=O)CSc1nc2c(sc(=S)n2-c2ccc(OCC)cc2)c(=O)[nH]1
  -2.5	0.8	2	1.4	-4	3.5	-32	-5	32	-1
- O=C(CSc1ccc(-c2nc3ccccc3[nH]2)cn1)Nc1ccc(S(=O)(=O)N2CCCC2)cc1
  -8.5	3.1	-3	5.1	-10	2.6	7	13	-7	41*
- COC(=O)C1=C(C(=O)OC)[C@@H]2Nc3ccccc3[C@@]23C[C@@H](C(=O)OC)N(C(=O)COCc2ccccc2)C3=N1
  0.1	1.9	0	3.1	-1	1.0	27	6	-27	-2
- Cc1c(N=C2SC(CC(=O)Nc3ccccc3)C(=O)N2CCN2CCOCC2)c(=O)n(-c2ccccc2)n1C (centres undefined)
  .	1.5	2	4.4	-1	4.2	4	4	-4	-1
- CCCC12C(=O)C(C)(C(c3ccccc3)=C1c1ccccc1)C1C(=O)N(c3ccc(C)cc3)C(=O)C12 (centres undefined)
  1.1	0.5	-8	4.5	-4	1.2	43	10	-43	-2
- CC1CCCC(NC(=O)COC(=O)c2cc(S(=O)(=O)N3CCCCC3)ccc2N2CCOCC2)C1C (centres undefined)
  0.0	-0.7	6	-3.4	0	1.6	-11	.	11	.
- CC(=O)Nc1ccc(NC(=O)CN(c2cccc([N+](=O)[O-])c2)S(C)(=O)=O)cc1
  0.2	0.2	-3	0.9	-1	2.7	8	10	-8	3
- CCC(=O)N1CCc2cc(-c3csc(NC(=O)c4ccco4)n3)ccc21
  1.5	0.5	6	0.3	-3	1.7	-88	62	88*	5
- COCc1nnc(NC(=O)c2ccc(OC)cc2OC)s1
  -0.1	-2.5	-5	-0.4	-3	5.3	-12	36	12	?
- CCCCn1nnnc1SCC(=O)N1CCOCC1
  -0.8	-0.7	4	-0.7	-4	1.2	-2	15	2	.
- Cc1nc2c(C(=O)O)cnn2c(C)c1Cc1ccccc1F
  -2.5	0.2	-2	-1.4	-4	2.2	29	9	-29	7
- O=C(Nc1ccccc1-c1ccccc1)c1ccc(NC(=O)c2ccco2)cc1
  -4.6	0.9	3	1.1	0	0.1	-5	-3	5	.
- O=S(=O)(NCCCc1ccccc1)c1ccc(F)c(F)c1
  -2.0	5.2	-11	2.0	-5	-1.0	.	5	.	0
- Cc1nc(Sc2nnnn2-c2ccccc2)c(C#N)c(C)c1C
  -1.0	-0.9	-2	-2.1	-2	2.8	-4	.	4	0
- CN1CCC(N(C)C(=S)Nc2ccc(F)cc2)CC1
  -3.1	3.1	-2	1.1	-6	5.5	22	-13	-22	-1
- Nc1c(Cl)ncnc1NCc1cccnc1
  0.3	-2.4	4	0.1	4	-0.1	4	-3	-4	-1
- COc1ccc(NC(=O)C2CCN(S(=O)(=O)c3cccc4nonc34)CC2)cc1OC
  -2.0	-0.1	-6	-1.7	3	2.4	-19	8	19	20
- COc1ccc(-c2oc3c(OC)c(OC)c(OC)c(O)c3c(=O)c2OC)cc1OC
  -0.3	7.5	3	13*	5	12*	-13	.	13	-3
- CCOc1ccc(NC(c2ccccn2)c2oc(CO)cc(=O)c2O)cc1 (centres undefined)
  0.8	0.3	6	3.8	0	0.3	.	59	.	17
- CCN(C(=O)c1cnc(OC)cc1C(F)(F)F)c1ccc(Cl)cc1
  -1.0	0.3	6	2.5	-5	0.8	-15	0	15	-2
- C#CCOCCOCCOCCNc1nc(N2CCOCC2)nc(N2CCN(C(=O)[C@H](CCC(=O)O)n3cc([C@@H](N)CCCCN)nn3)CC2)n1
  0.1	-0.9	-5	2.4	6	0.9	10	-1	-10	-2
- CCOc1cc2[nH]c(=S)n(Cc3ccc(C(=O)NCCOC)cc3)c(=O)c2cc1OCC
  -1.1	-0.3	1	0.3	-3	0.3	-19	-12	19	-1
- CCN(CC)S(=O)(=O)c1cccc(NC(=O)CNc2cccc(S(=O)(=O)N3CCOCC3)c2)c1
  -1.3	3.0	-1	4.1	0	.	-17	-41	17	.
- Cc1ccc2nc(-c3ccccc3)c(NC(=O)c3ccco3)n2c1
  .	1.0	8	-0.9	-1	0.4	6	3	-6	.
- CC[C@H](C)[C@@H]1NC(=O)c2cc([N+](=O)[O-])cc(F)c2NCCCC[C@@H](C(N)=O)NC(=O)[C@H](CC(N)=O)NC1=O
  0.1	-2.4	-5	-0.3	-2	1.1	.	3	.	1
- O=C(NC1CCCC1)C(c1cccs1)N(C(=O)c1csnn1)c1ccccc1F (centres undefined)
  -2.5	-1.7	6	4.2	0	0.8	.	-3	.	0
- O=S(=O)(c1cc(Cl)ccc1Cl)N1CCN(Cc2ccco2)CC1
  -1.6	-0.8	1	1.1	-3	1.2	-24	-6	24	0
- COc1ccc(N2CC(C(=O)Nc3ccc(N4CCOCC4)cc3)CC2=O)cc1 (centres undefined)
  -3.5	-1.6	4	2.3	-5	0.8	-21	.	21	0
- COc1ccc(NS(=O)(=O)c2cc(NC(=O)c3cccs3)ccc2N2CCOCC2)cc1
  -2.7	-1.8	13	-3.0	0	0.5	.	-7	.	1
- CC1(C)Cc2c(sc3c2C(=O)N(c2ccccc2)C2=NCCCN23)CO1
  -0.3	-3.4	-2	-0.9	1	3.0	5	-5	-5	.
- C=CCn1c(=S)[nH]c2sc3c(c2c1=O)CCCC3
  -1.1	-2.2	4	-1.2	-8	-0.6	-10	.	10	-3
- COc1cc(OC)c2c(-c3ccccc3)cc(=O)oc2c1C(CCN1CCCC(C)C1)c1ccc2c(c1)OCO2 (centres undefined)
  -2.9	1.0	-4	2.4	-2	2.1	-6	-1	6	-2
- CC(=O)Nc1cccc(OCc2ccc(S(=O)(=O)Cc3ccccc3)cc2)c1
  -0.7	-0.1	0	-0.2	-3	4.8	-5	11	5	12
- COCCN1C=C2C(=O)C(C)(OC(=O)C3CCCC3)C(=O)C=C2C=C1c1ccsc1 (centres undefined)
  1.0	1.2	2	3.5	-1	1.4	21	10	-21	0
- CCN1C(=O)[C@H]2[C@@H](c3ccc(C)cc3)N3C(=O)N(c4cccc(Cl)c4)C(=O)[C@@]3(CC(C)C)[C@H]2C1=O
  -0.2	3.2	-2	1.4	3	0.6	1	-2	-1	-3
- COc1ccc(NC(=O)c2cccc(NC3=NC4CS(=O)(=O)CC4S3)c2)cc1Cl (centres undefined)
  -0.8	1.8	1	2.4	.	2.7	-12	.	12	-2
- Cn1c(=O)[nH]c(=O)c2c1nc(CN1CCN(c3ccccc3F)CC1)n2CCc1ccccc1
  -1.3	0.9	1	2.4	.	0.5	7	.	-7	-7
- C(=N\Nc1nc(Nc2ccccc2)nc(N2CCCCC2)n1)/c1ccco1
  .	-0.6	.	3.5	.	1.4	.	.	.	2
- CSCC[C@H](NC(=O)[C@H](Cc1ccccc1)n1c(=O)[nH]c2ccccc2c1=O)C(=O)N1CCC[C@@H]1C(=O)O
  -0.2	1.0	3	1.3	-1	3.5	18	2	-18	-1
- CCNc1nc(CC)nc2c1oc1ccccc12
  -2.2	2.5	7	2.1	.	2.0	5	2	-5	.
- CCOc1ccccc1NC(=O)CSc1nnc(CNC(=O)COc2ccc(Cl)cc2)o1
  -0.6	-0.8	12	0.7	.	1.0	-47	-12	47	.
- C(#Cc1ccccc1)C[N+]1(CC#Cc2ccccc2)CCCCC1
  -0.2	1.5	-6	-0.2	-1	3.7	13	-43	-13	-1
- Cc1cc(C)cc(NC(=O)CSc2nnc(-c3cc(C)[nH]n3)n2N)c1
  -1.0	-1.4	0	0.3	0	2.3	-3	-6	3	-2
- O=C(Nc1cccc(F)c1)c1cc(-c2ccco2)nc2ccccc12
  -1.1	-1.2	2	-0.2	0	-0.4	-4	-10	4	0
- CC/C(=N\NC(=O)CCC(=O)NCc1ccccc1)c1ccc(O)cc1
  -1.4	1.8	7	-1.0	-2	2.9	9	-15	-9	2
- O=C(c1ccco1)N1CCN(C(=O)c2cccc3c2C(=O)N(Cc2cccnc2)C3)CC1
  -0.2	-0.9	-1	-0.2	.	1.4	5	.	-5	-4
- Cc1cccc(-c2nc(CNC(=O)c3ccco3)cs2)c1
  -0.3	5.3	-20	7.3	-6	5.3	-7	27	7	8
- CC(C)Cc1ccc(S(=O)(=O)N2CCCC2)cc1
  -2.1	0.4	2	0.1	.	-1.0	9	4	-9	.
- CCS(=O)(=O)NCCNc1ccc([N+](=O)[O-])cc1
  -1.5	0.4	-5	3.0	.	3.5	17	-14	-17	-2
- Cc1ccc(C(=O)Nc2ccc(Nc3ccccc3)cc2)cc1Br
  .	-0.6	.	3.1	.	1.9	.	.	.	-1
- C[C@H]1CN=C(Nc2ccccc2)N1CC1CCCCC1
  -1.4	0.5	4	2.6	-4	3.6	8	-2	-8	-2
- O=S(=O)([N-]c1nc2ccccc2nc1-[n+]1ccc(CCCc2ccccc2)cc1)c1cccs1
  0.8	-0.4	-5	3.2	-6	0.2	25	.	-25	-3
- CN1C(=O)C2(NCCc3c2[nH]c2ccccc32)c2ccccc21 (centres undefined)
  0.6	0.7	1	0.3	-1	2.5	-7	-9	7	.
- COc1ccc(C(=O)NN2CCOCC2)cc1[N+](=O)[O-]
  0.6	0.9	-5	-1.0	-1	-0.2	16	-6	-16	2
- N#CCCN1CCN(S(=O)(=O)c2cc(Cl)ccc2Cl)CC1
  1.1	-0.4	7	1.7	7	1.5	-12	4	12	0
- CC(C)Nc1cc(C(F)(F)F)nc(-c2ccccn2)n1
  -0.3	-3.6	4	-2.1	.	1.0	19	-8	-19	.
- COc1ccccc1C(=O)NC1CCCCCCC1
  0.0	-2.0	-1	1.6	-1	2.9	12	-2	-12	12
